# TRPV1 ag: activates the human vanilloid receptor TRPV1 | TRPV1-expressing cells, Fluo-8 calcium influx, agonist mode | activation, % at 8.33 µM | actives 0.19% (n = 320,000) | AID 540275; in the data active = activation above about 80%; inconclusive = between about 30% and that limit; note: 0% is about no effect
#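 Cells expressing TRPV1 were dye-loaded with Fluo-8 and read kinetically: 10 s baseline, 3 min after compound (agonist portion), then 2 min after EC20 capsaicin (allosteric enhancer portion). Calcium-bound dye fluorescence at 480/520 nm.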
# Menin MLL FP TR: displaces Texas Red mutant MLL peptide from human menin | actives 0.23% (n = 270,000) | Potency, µM (doses to about 61.6 µM), for inactives: at the top dose FP activity change, negative = inhibition, hits mostly inhibitors | O00255 | Menin + Texas Red MLL mutant peptide, fluorescence polarization | AID 1768; active = well fitted inhibition curve with a large enough effect in the polarisation, with a control signal flat, not every such curve was filed as active; inconclusive = small, poorly fitted or top-dose-only effect, or effect the other way, or a change in a side signal; inactive = no such curve, though single readings can be large or run the other way; the % refers to the polarisation; note: potency is the fitted concentration of half-maximal effect; % of control where 0% means no effect; many of its hits are not listed in these tables
# Coupling enz: inhibits coupling enzyme system, counter-screen for aldolase hits; coupling enzyme system counterscreen, AmpLite Red fluorescence; activity change, negative = inhibition, % at 58.2 µM, hits read low; actives 0.67% (n = 290,000); AID 2472; in the data active = activity change below about -30%; note: % is set by controls: 0 for no effect and ±100 for the full control effect
#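 Final compound at 57.5 uM, incubated 10 min at RT with coupling enzyme reagent (glyceraldehyde-3-phosphate), then 20 min with substrate and AmpLite Red detection. Fluorescence read at 525/598 nm; tests interference with the coupling assay, not aldolase inhibition.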
# MLL CXXC-DNA inh: inhibitors of human MLL CXXC domain-DNA interaction | MLL-CXXC / FITC-HOXA9 DNA fluorescence polarization | Potency, µM (highest dose often 115 µM), for the others: at the top dose activity change, negative = inhibition, most hits filed as inhibitors | AID 2662 | actives 0.037% (n = 290,000) | Q03164; active = well fitted inhibition curve with a large enough effect in the polarisation, with a control signal flat, not every such curve was filed as active; inconclusive = small, poorly fitted or top-dose-only effect, or effect the other way, or a change in a side signal; inactive = no such curve, though single readings can be large or run the other way; the % refers to the polarisation; note: potency is the fitted concentration of half-maximal effect
#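 Steps: dispense CXXC domain solution (7 uM) → pin compounds or unlabeled HOX-A9 DNA control → 5 min ambient → add FLSN-HOX-A9 solution (50 nM) → spin → 30 min ambient → fluorescence polarization. Tris pH 7.5/NaCl/DTT/BSA buffer.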
# Giardia kill: kills Giardia lamblia; Giardia lamblia trophozoite viability; actives 0.15% (n = 340,000); activity change, % at 7.66 µM, hits read low; in the data active = activity change below about -80%; inconclusive = between about -30% and that limit;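 note: parasites exposed to compound for two days anaerobically before the ATP read; % is set by controls: 0 for no effect and ±100 for the full control effect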
#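 Giardia lamblia trophozoites (100 cells/well) were incubated with compounds for 48 h at 37 deg C under anaerobic conditions. Viability was read as ATP content by one-step luminescence after 15-30 min at room temperature.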
# hERG WT inh: blocks the wildtype human KCNH2 potassium channel | Q12809 | activity change, % at 1.84 µM | actives 0.37% (n = 340,000) | U2OS, BacMam KCNH2, thallium flux FluxOr; hits give low values | AID 720551;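 active = maximum activity change below -70%; inconclusive = maximum activity change between -70% and -50%; inactive = maximum activity change above -50%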; note: % is set by controls: 0 for no effect and ±100 for the full control effect
#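 U2OS cells transduced with wild-type KCNH2 virus are loaded with FluxOr dye for 45 min, and thallium flux is measured in kinetic reads before and after stimulation buffer. Rate constants are normalized to DMSO controls.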
# KCNH2 3.1 inh: inhibitors of human KCNH2 3.1 potassium channel isoform | U2OS KCNH2 3.1, thallium flux FluxOr; hits give low values | activity change, % (tested at about 1.8 µM) | actives 0.95% (n = 340,000) | AID 720553;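 active = maximum activity change below -70%; inconclusive = maximum activity change from -70% to -50%; inactive = maximum activity change above -50%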;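 note: thallium influx rate constant from kinetic fluorescence after stimulation buffer; % is set by controls: 0 for no effect and ±100 for the full control effect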
#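 U2OS cells transduced with KCNH2 3.1 mutant virus (1.77 x 10^8 /mL, 4 h), plated overnight at 37 C, loaded 45 min with FluxOr dye plus Red40 quencher. Thallium flux rate constant from kinetic reads after stimulation buffer, normalised to controls.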
# GALK inhibitor: blocks human galactokinase activity | AID 1868 | actives 0.007% (n = 270,000) | Potency, µM (top dose mostly 57.5 µM), for the others: at the top dose activity change, negative = inhibition, hits mostly inhibitors | P51570 | Purified GALK, Kinase-Glo residual ATP luminescence; note: potency is the fitted concentration of half-maximal effect; % is set by controls: 0 for no effect and ±100 for the full control effect
#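 The enzyme phosphorylates galactose (100 uM) using ATP (35 uM); inhibition is detected as higher residual ATP, quantified by bioluminescence after 1 h reaction at room temperature, pH 8.0.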
# USP2a block: inhibitors of human ubiquitin-specific protease USP2a; O75604; USP2 core, Ub-CHOP2 coupled fluorogenic reporter, 485/531; Potency, µM (top dose mostly 38.3 µM), for inactives: at the highest dose activity change, negative = inhibition, most hits filed as inhibitors; actives 0.01% (n = 330,000);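 note: potency is the fitted concentration of half-maximal effect; plate controls were DMSO wells for no effect and full inhibition by NEM control for full effect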
# Target sequence (O75604 whole entry, looked up): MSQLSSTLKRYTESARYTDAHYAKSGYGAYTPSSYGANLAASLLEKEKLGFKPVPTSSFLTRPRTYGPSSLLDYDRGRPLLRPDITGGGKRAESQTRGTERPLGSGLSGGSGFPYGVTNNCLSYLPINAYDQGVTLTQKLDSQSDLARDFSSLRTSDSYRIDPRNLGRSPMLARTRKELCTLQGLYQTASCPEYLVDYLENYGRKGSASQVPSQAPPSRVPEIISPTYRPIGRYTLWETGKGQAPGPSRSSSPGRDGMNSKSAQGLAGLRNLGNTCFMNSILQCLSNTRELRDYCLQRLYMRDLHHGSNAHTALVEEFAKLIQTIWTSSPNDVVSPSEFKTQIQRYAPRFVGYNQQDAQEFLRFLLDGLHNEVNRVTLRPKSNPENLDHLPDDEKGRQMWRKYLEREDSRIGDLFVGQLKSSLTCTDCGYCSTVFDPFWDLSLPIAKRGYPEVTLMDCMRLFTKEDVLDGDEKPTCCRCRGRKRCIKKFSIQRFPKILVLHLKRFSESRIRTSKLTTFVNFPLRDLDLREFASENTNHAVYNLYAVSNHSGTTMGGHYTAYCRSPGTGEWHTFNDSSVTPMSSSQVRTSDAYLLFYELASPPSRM
#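 USP2 core (10nM final) preincubated 30min RT with compound in 20mM Tris-HCl pH 8.0, 2mM CaCl2, 2mM beta-mercaptoethanol, 0.05% CHAPS; 25nM Ub-CHOP2 plus 25nM reporter substrate added, fluorescence (Ex485/Em531) read after 60min.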
# B2AR arrestin: recruits beta-arrestin to the human beta2-adrenergic receptor | AID 492947 | actives 0.02% (n = 330,000) | beta-arrestin recruitment to beta2AR, cell-based reporter | P07550 | Potency, µM (top dose mostly 46.1 µM), inactives show at the top dose activation, most hits filed as activators;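 note: potency is the fitted concentration of half-maximal effect; 0% = DMSO controls and full agonism = EC100 isoproterenol or metaproterenol; nearly all actives have a fitted effect of over 65% in size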
# PKM2 activator: PKM2 (human) enzyme activation; purified PKM2, Kinase-Glo ATP luminescence, activation; response scale: 0% is enzyme alone, no compound; Potency, µM (highest dose often 57.5 µM), inactives show at the top dose activation, hits mostly activators; actives 0.34% (n = 260,000); AID 1631; note: potency is the fitted concentration of half-maximal effect; % is set by controls: 0 for no effect and ±100 for the full control effect; nearly all actives have a fitted effect of over 55% in size
#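 Purified hPK-M2 (>95% pure) converted ADP (0.1 mM final) to ATP with 0.5 mM PEP in 50 mM imidazole pH7.2, KCl, MgCl2, Tween 20, BSA; 1 h at room temperature. ATP detected by Kinase-Glo luminescence.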
# * marks the source's active call; other numbers are inactive results; ? = inconclusive; . = no result given; [ ] = another dose, or the depositor's remark. Unless noted, calls come from the whole dose curve; as a rule, active = well fitted curve in the direction sought with a large enough effect; inconclusive = small, poorly fitted or top-dose-only effect, or another doubt; inactive = no such curve, though single readings can be large; an effect the other way counts as inactive or inconclusive. The list is partial; count on the stated rates, not on these rows.
compound,TRPV1 ag,Menin MLL FP TR,Coupling enz,MLL CXXC-DNA inh,Giardia kill,hERG WT inh,KCNH2 3.1 inh,GALK inhibitor,USP2a block,B2AR arrestin,PKM2 activator
COc1ccc(NC(=O)CCC(=O)OCc2ccc(Br)cc2)cc1,17,3%,-1,2%,-8,-11,20,2%,2%,-2.5%,-1%
Cc1ccc(C(=O)N2CCN(c3ccc(NC(=O)c4cc(C)cc(C)c4)cc3)CC2)cc1,0,.,.,18%,10,-4,?,0%,5%,-0.9%,.
CC(C)=CCC/C(C)=C/CC/C(C)=N/O,8,-14%,3,-12%,-16,8,-11,4%,-2%,-0.4%,-17%
CCc1ccccc1NC(=O)C1C(c2ccccc2)C1(Cl)Cl (stereo not given),?,21%,-2,-4%,2,0,-10,4%,2%,-0.2%,-5%
CCc1cccc(NC(=O)CC2SC(N3CCCC3)=NC2=O)c1 (stereo not given),.,.,.,.,0,5,5,.,6%,0.3%,.
O=[N+]([O-])c1cccc(C2NCC(c3ccccc3Cl)c3c2[nH]c2ccccc32)c1 (stereo not given),4,21%,-5,32%[activator],-10,7,-3,10%,-2%,0.3%,6%
COc1cc(/C=C/C(=O)OCC(=O)NCc2ccco2)ccc1OC(F)F,0,.,.,12%,13,-2,4,-3%,3%,0.4%,6%
Cc1ccccc1-c1ocnc1C(=O)Nc1ccccc1NC(=O)c1ccccn1,3,27%,-1,2%,14,5,-6,4%,1%,11%,.
COc1cc([N+](=O)[O-])ccc1NC(=S)N1CCN(c2ccccn2)CC1,3,13%,-16,8%,-12,.,-9,0%,0%,-0.1%,2%
COc1ccc(-n2c(SCC(N)=O)nc3sc4c(c3c2=O)CCN(C)C4)cc1,2,-10%,-12,5%,-3,-1,4,3%,1%,0.2%,-3%
COc1ccc(OC)c(NC(=O)Cn2cc(C#N)c3cc(Br)ccc32)c1,3,15%,2,17%,-13,12,12,-3%,-2%,-0.2%,1%
Clc1cccc(Cl)c1CNC1CCCC1,3,4%,1,3%,-3,-7,14,0%,1%,-0.6%,-17%
Cc1cc2c(c(C)c1Br)C(c1ccc3c(c1)OCO3)CC(=O)O2 (stereo not given),.,8%,-6,.,27,7,-11,.,-12%,-0.9%,.
C/C(N)=C(/C#N)C(=O)COC(=O)c1cc(S(=O)(=O)N2CCCCC2)ccc1C,8,44%[activator],-1,-2%,13,-1,-6,1%,-2%,-0.2%,4%
Cc1nc(Nc2ccc3c(c2)OCCO3)c2c(C)c(C)sc2n1,?,-3%,-2,-3%,-8,-12,-1,9%,3%,-0.1%,1%
Cc1cccc2cc(CN(CC3CCCO3)C(=O)NC3CCCCC3)c(=O)[nH]c12 (stereo not given),26,-13%,6,3%,6,12,12,4%,-1%,0.1%,-1%
CCOC(=O)CC(=O)Nc1c(C)cc(C)cc1C,4,6%,2,0%,-6,-3,0,2%,-1%,-0.2%,-17%
COc1ccc(C2=NOC(Cn3nc(-c4ccccc4)cc3C(=O)NCc3ccc(C)cc3)C2)cc1 (stereo not given),.,.,.,.,10,0,-1,.,0%,-0.1%,.
Cc1ccc2nc(N3CCCCC3)c(C=O)c(=O)n2c1,-1,-1%,0,1%,.,.,.,3%,3%,-0.6%,-6%
O=C1NCCCC2c3cc(O)c4ccccc4c3OC12N1CCCCC1 (stereo not given),-1,-18%,-57*,?,.,.,.,2%,-1%,0.2%,?
O=C(CCc1ccccc1)NCC(c1ccco1)N1CCc2ccccc21 (stereo not given),25,.,.,.,-7,-16,10,.,0%,0.0%,.
COc1ccc(CCN2C(=O)C3C4CCC(C4=C(C)C)C3C2=O)cc1OC (stereo not given),7,-14%,-1,4%,-7,14,21,.,1%,-0.6%,4%
O=C(Cn1nnc(-c2ccccc2NC(=O)c2ccccc2F)n1)NCc1ccco1,6,13%,4,-3%,4,-3,-5,3%,1%,0.5%,-1%
O=C(Nc1nnc(C2CCCO2)s1)c1cccs1 (stereo not given),-3,10%,4,0%,-6,-9,-1,1%,0%,-0.3%,3%
CC1CCCN(CCCNC(=O)c2ccc(CS(=O)(=O)Cc3cccc(Cl)c3)o2)C1 (stereo not given),3,.,.,-6%,3,18,14,1%,-5%,-0.2%,.
CCN(CC)c1ccc(C(=O)Nc2ccccc2)cc1[N+](=O)[O-],82*,?,-12,4%,4,1,8,-3%,-1%,0.0%,2%
CCC1CC(CSc2ncn[nH]2)OC1=O (stereo not given),-3,-1%,.,5%,-11,-5,-5,-1%,0%,0.3%,1%
C[C@H]1CN([C@@H](C)CO)C(=O)c2cccc(NC(=O)C3CC3)c2O[C@H]1CN(C)Cc1ccc(C(F)(F)F)cc1,.,.,.,.,11,-2,13,.,4%,0.5%,.
C=CCOc1nc2c(c(=O)n(C)c(=O)n2C)n1C,-1,26%,1,-7%,1,0,-1,-1%,0%,-0.1%,-5%
O/N=C(\CN1CCCCC1)c1ccccc1,-3,2%,1,0%,-11,4,0,-4%,0%,-0.7%,.
CC(C)(C)C(=O)CSc1nc2c(c(-c3cccs3)c1C#N)CCC2,3,9%,-1,-1%,-1,4,-2,0%,7%,-0.4%,7%
CN(C)S(=O)(=O)c1ccc(NC(=O)C2CC(=O)N(Cc3ccccc3)C2)cc1 (stereo not given),17,?,-8,14%,15,-3,11,0%,-5%,0.0%,-9%
OCCn1c(Cl)nc2ccccc21,-2,8%,-1,1%,5,-10,-32,-2%,2%,-0.7%,-1%
COc1ccccc1COCC(O)CN(Cc1ccco1)Cc1ccccc1O (stereo not given),2,?,-3,4%,1,12,16,-4%,0%,-0.5%,1%
CN1CCN(c2ccc(Cl)cc2NC(=O)c2ccc([N+](=O)[O-])cc2)CC1,-4,.,-1,-1%,8,3,-12,0%,-9%,0.3%,4%
Cc1cc2oc(=O)cc(CN3CCC(C)CC3)c2cc1C,20,?,8,31%[activator],-2,6,-7,0%,-4%,-0.9%,.
COC(=O)c1c(C)nc2ccccc2c1C(=O)O,-5,0%,-4,5%,7,21,-11,-1%,1%,-0.2%,-1%
Cc1ccc(CN2CCN(Cc3ccc(OCCO)cc3)CC2CCO)o1 (stereo not given),0,2%,0,5%,3,11,0,-1%,1%,-0.4%,-3%
O=C(CCCc1ccccc1)N=C1SC2CS(=O)(=O)CC2N1c1ccccc1F (stereo not given),2,28%,1,7%,-11,10,6,4%,5%,0.1%,12%[0.46 µM]
CCOC(=O)c1ccc2[nH]c3c(c2c1)CCCC3O (stereo not given),1,0%,-2,-11%,19,0,13,4%,1%,-0.2%,-7%
